Bcl-B Bim block – disrupts Bim peptide binding to human Bcl-B. Q9HD36. bead-based flow cytometry. inhibition, % at 10 µM. 0.073% of 190,000 active;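 note: 0% = tracer peptide without compound and 100% = reference inhibitor peptide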
Target sequence (Q9HD36 whole entry, looked up): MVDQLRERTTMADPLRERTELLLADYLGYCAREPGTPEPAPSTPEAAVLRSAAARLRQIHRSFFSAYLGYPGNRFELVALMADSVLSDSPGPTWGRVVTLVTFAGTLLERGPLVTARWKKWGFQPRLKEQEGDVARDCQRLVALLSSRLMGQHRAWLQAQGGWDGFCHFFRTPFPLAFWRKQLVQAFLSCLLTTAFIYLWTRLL
RGS7-Gao reg – modulates binding of RGS7 to human Galphao | Multiplexed bead flow cytometry; actives lie on both sides | binding response (% of control), % at 10 µM | 0.35% of 220,000 active; in the data active = binding response below about 49% or above about 150%; inconclusive = no clear call, values can overlap the other calls; inactive = in between;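 note: fluorescent Galphao held in activated GDP-AlF4 state binding bead-coupled RGS7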
Mcl1 Bid PPI – Mcl-1/Bid interaction inhibition; inhibition, % at 21.7 µM; 0.97% of 220,000 active; AID 1021; TR-FRET Mcl-1/Bid-Dy647 peptide binding, 1536-well;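 active = compounds that cut the binding signal by more than half at the single screening dose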;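 note: His-tagged Mcl-1 with europium anti-His antibody binding Bid BH3 peptide; 0% = Mcl-1 plus peptide wells and 100% = peptide-only wells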
Target sequence (Q07820 whole entry, looked up): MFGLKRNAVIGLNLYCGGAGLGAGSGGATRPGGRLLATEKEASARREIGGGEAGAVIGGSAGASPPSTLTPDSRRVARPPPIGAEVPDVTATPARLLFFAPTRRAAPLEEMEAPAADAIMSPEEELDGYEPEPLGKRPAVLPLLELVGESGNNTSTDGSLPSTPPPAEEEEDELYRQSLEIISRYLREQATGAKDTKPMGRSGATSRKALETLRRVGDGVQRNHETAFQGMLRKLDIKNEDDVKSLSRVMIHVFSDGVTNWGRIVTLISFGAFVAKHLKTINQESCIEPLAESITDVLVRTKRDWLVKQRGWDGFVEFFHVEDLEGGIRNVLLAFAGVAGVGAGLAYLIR
Bim-Bcl-2 – human Bim-Bcl-2 interaction inhibition | inhibition, % at 10 µM | Bead-based flow cytometry, Bim peptide-Bcl-2 binding | 0.06% of 190,000 active | P10415 | AID 950; in the data active = inhibition above about 40%; inconclusive = no clear call, values can overlap the other calls;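 note: 0% = no compound wells with probe peptide and 100% = reference peptide inhibitor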
Target sequence (P10415 whole entry, looked up): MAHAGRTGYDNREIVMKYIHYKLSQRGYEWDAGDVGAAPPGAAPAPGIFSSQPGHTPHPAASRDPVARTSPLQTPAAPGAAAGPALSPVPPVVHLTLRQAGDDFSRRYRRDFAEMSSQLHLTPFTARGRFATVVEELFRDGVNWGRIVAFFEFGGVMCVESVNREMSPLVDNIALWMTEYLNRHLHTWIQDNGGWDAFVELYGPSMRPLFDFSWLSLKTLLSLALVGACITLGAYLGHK
RGS8-Gao – human RGS8-Galphao interaction regulation | P09471 | response (percent of control binding), % at 10 µM | AID 1423 | 0.34% of 220,000 active | multiplexed bead flow cytometry, RGS8-Galphao binding; actives lie on both sides; in the data active = response below about 60% or above about 140%; inactive = in between;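 note: Galphao activated as the GDP aluminium fluoride complex binding bead-coupled RGS8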
RGS4-Gao reg – modulates binding of RGS4 to human Galphao; binding response (% of control), % at 10 µM; Multiplexed bead flow cytometry; actives lie on both sides; AID 1415; 0.33% of 220,000 active; in the data active = binding response below about 49% or above about 150%; inactive = in between;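 note: fluorescent Galphao activated with aluminum fluoride binding bead-coupled RGS4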
Bcl-W Bim block – human Bim-Bcl-W interaction inhibition; 0.02% of 190,000 active; AID 952; inhibition, % at 10 µM; Q92843; bead-based flow cytometry, Bim peptide-Bcl-W binding;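 note: 0% = bound tracer without compound and 100% = peptide blocker; higher means less fluorescent Bim peptide bound to Bcl-W beads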
Target sequence (Q92843 whole entry, looked up): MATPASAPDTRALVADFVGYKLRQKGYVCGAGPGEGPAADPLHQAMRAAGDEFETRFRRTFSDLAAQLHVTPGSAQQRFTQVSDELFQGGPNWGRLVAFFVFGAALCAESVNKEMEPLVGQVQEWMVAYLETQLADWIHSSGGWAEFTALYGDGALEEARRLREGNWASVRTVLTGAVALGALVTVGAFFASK
GSH fluor – compound fluoresces at 488/530 nm on GSH beads; GSH beads flow cytometry, compound fluorescence 488/530 nm; hits give high values; fluorescence (KMESF) at 10 µM; 0.25% of 190,000 active; AID 1776; in the data active = fluorescence above about 89;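 note: glutathione beads carrying GST-tagged Bcl family fusion proteins plus one bare bead set; values are compound well signal with DMSO vehicle wells as background; inactives centre near 16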
Bcl-XL Bim block – disrupts Bim peptide binding to human Bcl-XL; Q07817; bead flow cytometry, fluorescence; inhibition, % at 10 µM; 0.04% of 190,000 active; AID 1007
Bim-Mcl-1 – disrupts Bim peptide binding to human Mcl-1; Bead-based flow cytometry, Bim peptide-Mcl-1 binding; inhibition, % at 10 µM; 0.1% of 190,000 active;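 note: 0% = no compound tracer wells and 100% = peptide blocker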
Bim-Bfl-1 – disrupts Bim binding to human Bfl-1 | inhibition, % at 10 µM | Q16548 | Bead-based flow cytometry, Bim-Bfl-1 binding inhibition | 0.12% of 190,000 active;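 note: 0% = wells without compound plus tracer and 100% = blocker peptide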
* marks the source's active call; other numbers are inactive results; ? = inconclusive. Cut-off read from the data, not from the text of the source, unless noted: active = inhibition above about 40%.

Bcl-B Bim block	RGS7-Gao reg	Mcl1 Bid PPI	Bim-Bcl-2	RGS8-Gao	RGS4-Gao reg	Bcl-W Bim block	GSH fluor	Bcl-XL Bim block	Bim-Mcl-1	Bim-Bfl-1	Molecule
1	101	-22	-2	105	101	1	12	0	1	-3	CC(=O)c1ccc(Nc2c(C)n(C)n(-c3ccccc3)c2=O)cc1
-4	112	12	-2	105	106	0	47	3	1	-3	COCCn1c(SCC(=O)Nc2cccc(C(=O)OC)c2)nc2ccccc2c1=O
-7	99	-27	1	101	103	-2	13	0	-5	-6	COc1ccc(Cl)cc1NC(=O)CNc1ccccc1CN(C)C1CCCCC1
-6	102	-44	-1	105	105	-2	5	-7	-3	-2	CN(CC(=O)Nc1ccc(N2CCOCC2)cc1)CC(=O)Nc1ccccc1[N+](=O)[O-]
3	101	-35	1	103	97	2	14	0	0	0	Cc1c(N=Cc2ccco2)c(=O)n(-c2ccccc2)n1C
-7	99	-8	-9	96	98	-4	15	-6	1	-10	COc1cc(Cl)c(C)cc1NC(=O)COC(=O)c1cc(SC)ccc1Cl
-3	99	-18	-4	101	101	-2	7	-1	3	-2	O=C(COC(=O)c1ccccc1C(=O)N1CCN(c2ccccc2)CC1)Nc1ccccc1
-9	107	1	-1	106	107	-3	10	-12	-6	0	CC1=C(C)CC(C(=O)NNC(=O)c2csc3c2CCC(C(C)(C)C)C3)C(C(=O)O)C1 (stereo not drawn)
-6	99	0	-12	102	101	1	20	-2	0	-11	CC(C)CCNC(=O)Cn1c(=O)oc2cc(S(=O)(=O)N3CC(C)CC(C)C3)ccc21 (stereo not drawn)
2	101	4	3	103	106	5	19	2	40*	-2	Cc1noc(C)c1CN1C(=O)NC(Cc2ccccc2)(Cc2ccccc2)C1=O
-13	104	-17	-3	102	103	-4	11	-3	-4	-1	CCN(CC)CCN(Cc1cc2ccc(C)cc2[nH]c1=O)C(=S)Nc1ccccc1C(=O)OC
-12	103	-40	-7	100	97	-5	28	-7	-2	-12	Cc1ccc(-n2c(=O)cc(N3CCN(Cc4ccccc4)CC3)[nH]c2=O)cc1
5	81	27	13	87	97	25	8	7	16	33	NC(=O)C1CCN(C2=C(Cl)C(=O)c3ccccc3C2=O)CC1
1	?	0	-1	103	103	1	10	0	-1	-1	COc1ccc(NS(=O)(=O)c2ccc(S(=O)(=O)N(C)C)cc2)cc1S(N)(=O)=O
-10	94	-57	-2	98	100	-5	12	-8	-2	-5	Cc1ccc(N/C=C/C(=O)c2ccccc2)cc1C
-6	115	-3	-6	104	107	-1	28	-3	0	-7	COCCNC(=O)Cn1ncc2ccsc2c1=O
1	103	0	2	104	101	-2	18	-3	-3	6	C/C(Cn1nc([N+](=O)[O-])cc1C)=N\NC(=O)COc1c(Cl)cc(Cl)cc1Cl
1	100	-26	-2	103	106	0	23	0	-3	-1	O=C(NCCc1cn2ccccc2n1)c1ccccc1F
-5	98	-18	0	99	99	-2	24	-2	-5	-2	O=C1CCCN1CN(C(=O)c1ccccc1)c1ccc(F)cc1
-8	98	10	-8	101	101	-6	19	-11	-3	-12	COc1ccc(CN(C)C(C)C(=O)Nc2ccc([N+](=O)[O-])cc2Cl)cc1OC (stereo not drawn)
4	102	8	0	100	101	2	10	1	7	5	O=C(/C=C/c1cn(-c2ccccc2)nc1-c1cccnc1)c1ccco1
1	101	-22	-2	100	100	-3	23	-2	-1	-3	O=C(Nc1ccccc1F)c1ccc(CNS(=O)(=O)c2cccc(C(F)(F)F)c2)cc1
-9	90	-2	-7	95	93	0	15	-2	0	-7	CN(C)S(=O)(=O)c1cccc(C(=O)N(Cc2ccc(F)cc2)Cc2ccco2)c1
-6	107	1	-3	104	104	-7	21	-9	-6	-12	COc1ccc(C(c2nnnn2CCc2ccccc2)N2CCN(C)CC2)cc1OC (stereo not drawn)

Arranged by the number under RGS7-Gao reg (ascending): some entries from above.
SMILES	RGS7-Gao reg
Cc1ccc(N/C=C/C(=O)c2ccccc2)cc1C	94
O=C1CCCN1CN(C(=O)c1ccccc1)c1ccc(F)cc1	98
O=C(NCCc1cn2ccccc2n1)c1ccccc1F	100
O=C(Nc1ccccc1F)c1ccc(CNS(=O)(=O)c2cccc(C(F)(F)F)c2)cc1	101
O=C(/C=C/c1cn(-c2ccccc2)nc1-c1cccnc1)c1ccco1	102
C/C(Cn1nc([N+](=O)[O-])cc1C)=N\NC(=O)COc1c(Cl)cc(Cl)cc1Cl	103

The list goes on:
Bcl-B Bim block	RGS7-Gao reg	Mcl1 Bid PPI	Bim-Bcl-2	RGS8-Gao	RGS4-Gao reg	Bcl-W Bim block	GSH fluor	Bcl-XL Bim block	Bim-Mcl-1	Bim-Bfl-1	Molecule
-3	98	-25	-4	100	92	5	36	-6	25	-8	CCOC(=O)C1=C(C)NC(=O)NC1c1ccc(Cl)cc1Cl (stereo not drawn)
-8	99	-19	-9	101	99	0	28	-12	-4	-19	Cc1ccc(SCC(=O)NC(C)(C)C)cc1
-3	100	-7	-4	105	107	3	42	1	2	-8	COc1ccc(CNC(=O)COC(=O)c2cc(-c3ccc(Cl)s3)nc3ccccc23)cc1
-1	101	-10	-3	99	102	4	12	-1	-5	-1	CCOc1ccc(C2C(=O)N(C3CCCCC3)CC(=O)N2CC2CCCO2)cc1OC (stereo not drawn)
0	98	-24	-1	102	98	0	32	-1	1	-6	CC1=NN(c2nc(-c3ccc(C#N)cc3)cs2)C(=O)C1
4	?	-39	2	98	94	3	12	1	0	2	O=C(CCC(=O)Nc1ccc(F)cc1)N/N=C/c1ccccc1O
-5	101	-10	-8	100	102	4	38	-7	-4	-10	CCCCN1C(=O)C2NN=C(C(=O)OC)C2C1=O (stereo not drawn)
3	91	-7	-2	96	96	3	11	0	0	8	COc1ccc(Nc2ccc(S(=O)(=O)N3CCCCC3)cc2[N+](=O)[O-])cc1
-9	102	-48	-7	101	101	-8	10	-8	-5	-13	Cc1ccc(NC(N)=S)cc1C
-1	100	-51	1	99	107	-3	13	-1	-1	1	CCOC(=O)C1C(=O)NC(SC)=C(C#N)C1c1ccccc1F (stereo not drawn)
-10	101	-23	-12	99	101	-1	36	-8	-3	-22	Clc1ccc(N2CCCCCC2)nn1
-1	98	3	2	100	100	-2	16	-1	-2	2	Cc1cc(Nc2cccc([N+](=O)[O-])c2)n2c(nc3ccccc32)c1C#N

3 entries from above, sorted by length of the SMILES, highest first:
Bcl-B Bim block	RGS7-Gao reg	Mcl1 Bid PPI	Bim-Bcl-2	RGS8-Gao	RGS4-Gao reg	Bcl-W Bim block	GSH fluor	Bcl-XL Bim block	Bim-Mcl-1	Bim-Bfl-1	Molecule
-3	100	-7	-4	105	107	3	42	1	2	-8	COc1ccc(CNC(=O)COC(=O)c2cc(-c3ccc(Cl)s3)nc3ccccc23)cc1
4	?	-39	2	98	94	3	12	1	0	2	O=C(CCC(=O)Nc1ccc(F)cc1)N/N=C/c1ccccc1O
-8	99	-19	-9	101	99	0	28	-12	-4	-19	Cc1ccc(SCC(=O)NC(C)(C)C)cc1

(list continues)
Bcl-B Bim block	RGS7-Gao reg	Mcl1 Bid PPI	Bim-Bcl-2	RGS8-Gao	RGS4-Gao reg	Bcl-W Bim block	GSH fluor	Bcl-XL Bim block	Bim-Mcl-1	Bim-Bfl-1	Molecule
0	100	-5	0	102	102	1	24	0	0	-3	Cc1nn(C)c(C)c1CNC(=O)c1cnn2c1NC(c1ccccc1)CC2C(F)(F)F (stereo not drawn)
0	98	-19	-3	101	101	-4	66	0	-1	-2	Nc1nc(-c2ccco2)nn1C(=O)c1ccccc1
7	125	-22	7	136	120	9	11	14	12	7	COc1ccc(-c2cc(C3CC3)nc(SCC(=O)c3cccs3)c2C#N)cc1
-5	91	-14	-9	97	90	1	23	-1	-1	-9	CCOc1ccc(N(CC(=O)Nc2cccc(Cl)c2)S(=O)(=O)c2c(C)noc2C)cc1
1	102	-37	-5	108	100	-3	22	0	-3	-2	CS(=O)(=O)N1CCN(c2ccc([N+](=O)[O-])c(NCCN3CCOCC3)c2)CC1
8	98	-20	8	95	95	10	20	13	13	10	CC(C)(C)C(=O)COC(=O)c1ccc(O)cc1
-8	102	-18	-4	102	98	-2	10	-6	-3	-8	CCOC(=O)CSc1ncc(-c2ccc([N+](=O)[O-])cc2)[nH]1
-4	103	-23	-1	99	100	8	69	-17	1	-9	COc1ccc(C(=O)c2ccc(Cl)cc2)c2ccccc12
-9	94	-32	-13	101	98	-4	26	-6	-5	-18	CCCn1c(C)cc(/C=C(\C#N)C(=O)OCC(=O)NC(=O)NCC)c1C
-14	97	-23	-10	101	100	-1	17	-10	-3	-11	COc1ccc(/C=N\NC(=O)CNC(=O)C(c2ccccc2)c2ccccc2)cc1[N+](=O)[O-]
3	100	-38	9	101	99	8	9	2	2	3	O=C(Cc1ccc(-n2cccc2)cc1)NCc1cccs1
-5	98	-28	-5	104	98	-4	11	-5	-3	-5	C/C(=N\N1CCN(C2c3ccccc3-c3ccccc32)CC1)c1ccco1
-6	103	-17	-4	102	100	2	5	-1	0	-14	O=C(Nc1ccc(OC(=O)c2cccnc2)cc1)c1cccnc1
0	87	-11	-2	96	92	0	10	0	3	-5	CCCCCCOc1ccc(C(CC(N)=O)C(=O)O)cc1 (stereo not drawn)
-6	99	-15	0	101	102	-3	6	-4	-5	-1	Cc1nc(NC(=S)NC(=O)COc2ccccc2Cl)ccc1Br
-9	94	-7	-6	92	95	-5	9	-6	-5	-8	COc1ccc(NC(=O)/C(C#N)=C/C=C/c2ccco2)cc1
3	102	-8	1	99	100	3	52	1	-1	3	O=C(COC(=O)c1cnccn1)c1ccccc1
-14	99	-24	-18	99	100	-8	26	-15	-10	-27	Cc1ccc(-c2nc(-c3ccccn3)no2)cc1
-8	98	5	4	102	104	-6	10	-5	-2	-6	CCOC(=O)c1c(C)n(-c2ccc(C)cc2)c2ccc(OCC(O)CN3CCN(C)CC3)cc12 (stereo not drawn)
-5	104	-47	-4	104	105	-1	63	3	1	-8	CCOC(=O)C1CCCCN1Cc1cc(Cl)ccc1O (stereo not drawn)

Looked up above.
Bcl-W Bim block result of `CCOC(=O)c1c(C)n(-c2ccc(C)cc2)c2ccc(OCC(O)CN3CCN(C)CC3)cc12` (stereo not drawn) stands at -6
RGS4-Gao reg result of `O=C(COC(=O)c1cnccn1)c1ccccc1` stands at 100
GSH fluor result of `Cc1nc(NC(=S)NC(=O)COc2ccccc2Cl)ccc1Br` stands at 6
Bcl-XL Bim block result of `Cc1ccc(-c2nc(-c3ccccn3)no2)cc1` stands at -15
Bcl-XL Bim block result of `O=C(Nc1ccc(OC(=O)c2cccnc2)cc1)c1cccnc1` stands at -1
RGS4-Gao reg result of `CCCCCCOc1ccc(C(CC(N)=O)C(=O)O)cc1` (stereo not drawn) stands at 92
Bcl-XL Bim block result of `COc1ccc(NC(=O)/C(C#N)=C/C=C/c2ccco2)cc1` stands at -6

Bioassay records as filed in PubChem BioAssay.
